# EPAC1 ag: activates human EPAC1 exchange factor; EPAC1 agonist qHTS, biochemical assay; response scale: 100% = response to 6.5 mM cAMP; Potency, µM (titrated, usually from 154 µM), for the others: at the highest dose activation, actives largely listed as activators; hit rate 0.073% among 360,000; AID 720707; also: potency is read from the fitted curve at half-maximal effect; nearly all actives have a fitted effect of over 60% in size
# Target sequence (O95398 whole entry, looked up): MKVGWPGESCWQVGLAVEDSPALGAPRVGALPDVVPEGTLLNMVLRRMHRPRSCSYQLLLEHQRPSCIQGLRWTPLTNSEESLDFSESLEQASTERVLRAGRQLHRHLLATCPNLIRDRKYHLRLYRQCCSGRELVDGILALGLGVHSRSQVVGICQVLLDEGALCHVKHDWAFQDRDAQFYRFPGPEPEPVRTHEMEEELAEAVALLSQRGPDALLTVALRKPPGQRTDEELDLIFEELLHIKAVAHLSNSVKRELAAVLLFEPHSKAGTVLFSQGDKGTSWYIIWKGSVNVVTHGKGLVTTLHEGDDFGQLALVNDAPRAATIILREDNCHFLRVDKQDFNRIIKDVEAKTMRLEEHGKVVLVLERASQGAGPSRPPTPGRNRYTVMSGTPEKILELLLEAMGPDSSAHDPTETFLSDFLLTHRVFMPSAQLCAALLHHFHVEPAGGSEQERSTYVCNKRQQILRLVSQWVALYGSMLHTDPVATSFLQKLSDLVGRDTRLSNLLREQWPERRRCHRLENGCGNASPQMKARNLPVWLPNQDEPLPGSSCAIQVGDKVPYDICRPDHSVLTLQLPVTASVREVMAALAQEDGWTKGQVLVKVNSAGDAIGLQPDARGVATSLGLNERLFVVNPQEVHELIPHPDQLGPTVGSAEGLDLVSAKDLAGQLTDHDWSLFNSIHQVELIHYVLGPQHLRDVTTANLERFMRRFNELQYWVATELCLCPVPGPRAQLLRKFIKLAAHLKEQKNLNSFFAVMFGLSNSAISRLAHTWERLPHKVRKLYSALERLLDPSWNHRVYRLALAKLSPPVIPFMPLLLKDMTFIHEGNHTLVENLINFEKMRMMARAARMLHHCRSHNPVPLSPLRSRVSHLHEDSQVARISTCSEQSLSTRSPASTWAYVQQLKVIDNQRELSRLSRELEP
#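 Normalized to 6.5 mM cAMP, activity reflects EPAC1-catalysed release of BODIPY-GDP from Rap1B, followed kinetically over 30 min at 480 nm excitation, 540 nm emission. Reaction contained 100 nM EPAC1, 250 nM Rap1B-BODIPY-GDP, 50 uM GDP.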
# GLP1R cytotox: cytotoxicity in counter-screen for GLP-1R inverse agonists; HEK293 cAMP-luciferase reporter cells, luminescence, 24 h; hit rate 0.13% among 410,000; Potency, µM (titrated, usually from 38.3 µM), for the others: at the highest dose activity change, negative = inhibition, actives largely listed as inhibitors;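 also: loss of luciferase light is scored as toxicity; potency is read from the fitted curve at half-maximal effect; % is scaled to controls: 0 for no effect and ±100 for the full control effect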
#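 Step one: seed cells (200 cells/uL, DMEM with 10% Nu serum, 1% pen-strep). Step two: 12-hour incubation at 37 deg C. Step three: pin 23 nL compound, incubate 24 hr. Step four: add luciferase reagent, read luminescence 12 min later.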
# PLK1 PBD block: blocks phosphopeptide binding to human PLK1 polo-box domain; hit rate 2.8% among 360,000; Plk1 PBD binding of FITC phosphopeptide, fluorescence polarization; Potency, µM, inactives show max response, negative = inhibition, actives largely listed as inhibitors; also: potency is read from the fitted curve at half-maximal effect; series mostly up to about 57 µM; % is scaled to controls: 0 for no effect and ±100 for the full control effect; nearly all actives have a fitted effect of over 65% in size
# GLP1R ag: agonists of human GLP-1 receptor; P43220; HEK293 GLP-1R CRE-luciferase, luminescence, 4-6 h; cells express a hypersensitive GLP-1R form; Potency, µM (highest dose often 45.6 µM), without a hit: at the highest dose activation, usual class: activators; hit rate 0.007% among 380,000; AID 624172; also: potency is read from the fitted curve at half-maximal effect; % of control where 0% means no effect
# GLP1R inv ag: inverse agonists of human GLP-1 receptor; P43220; HEK293 GLP-1R CRE-luciferase, luminescence, 24 h; GLP-1R form is constitutively active; Potency, µM (series often up to 38.3 µM), inactives show at the top dose activity change, negative = inhibition, actives largely listed as inhibitors; hit rate 1.6% among 410,000; AID 624417; also: potency is read from the fitted curve at half-maximal effect; % is scaled to controls: 0 for no effect and ±100 for the full control effect; nearly all actives have a fitted effect of over 55% in size
#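 Inverse agonism was detected as reduced cAMP-driven luciferase luminescence after 24 h compound treatment. The cells were HEK293 clones expressing constitutively active human GLP-1R with the reporter. Reporter-only and GPR119 cell lines served as counterscreen controls.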
# IL-2 act: activators of IL-2; IL-2 activation reporter assay, cell-based qHTS; stimulated with anti-CD3/CD4/CD28 beads; in transgenic mouse T cells; activation, % (series mostly up to about 46 µM); hit rate 0.065% among 360,000; in the data active = activation above about 50%; inconclusive = mostly about 30% to 49%; also: 0% is about no effect
#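 Quantitative HTS in unstimulated transgenic mouse T cells, with memory T cells as non-tolerant control and PMA/ionomycin as tolerance-bypass control. Compound pretreatment lasted 60 minutes before 18 h bead stimulation; EGFP/DsRed fluorescence read.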
# PI5P4K alpha inh: inhibitors of human PI5P4K alpha; P48426; hit rate 1.2% among 330,000; PI5P4Kalpha enzyme, ADP-Glo luminescence, 60 min; active compounds read low; max response, %; active = max response of -50% or lower; inconclusive = between -30% and -50%; inactive = -30% or higher; also: value at the top dose of about 77 µM; % is scaled to controls: 0 for no effect and ±100 for the full control effect
#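 Enzyme plus substrate dispensed, test compounds pinned in, then ATP (5 microM final) added. After 60 min at RT, ADP-Glo reagent 1 for 45 min and reagent 2 for 30 min preceded luminescence imaging.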
# EPAC1 antag: EPAC1 (human) antagonism | O95398 | EPAC1 GEF assay, Rap1b-BODIPY-GDP exchange fluorescence | Potency, µM (doses to about 115 µM), without a hit: top-dose activity change, negative = inhibition, actives largely listed as inhibitors | hit rate 0.14% among 360,000 | AID 720709;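 also: potency is read from the fitted curve at half-maximal effect; plate controls were vehicle for no effect and positive control for full effect; nearly all actives have a fitted effect of over 50% in size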
# PTHR1 ag: activates the human parathyroid hormone receptor PTHR1; Potency, µM (highest dose often 115 µM), inactives show at the highest dose activation, hits mostly activators; HEK293 GP2 PTHR1 cells, GloSensor cAMP luminescence, 1 h; Q03431; hit rate 0.075% among 410,000; also: potency is read from the fitted curve at half-maximal effect; nearly all actives have a fitted effect of over 55% in size; some results filed as inactive show a strong effect at the top dose; inactives centre near -15; many of its hits are not listed in these tables
#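 HEK-293-derived GP2 cells expressing PTHR1 and a GloSensor cAMP reporter, 3,000/well, plated overnight, given luciferin plus IBMX (each 0.5 mM as added) for 1 h at 37 °C, then compound for 1 h at 37 °C. Luminescence was read after 15 min at room temperature.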
# The depositor's hits bear a star; i = inactive; ? = inconclusive; nt = not tested or not shown; [ ] = remark or other dose. Unless noted, calls follow the shape of the dose curve; as a rule, active = well fitted curve in the direction sought with a large enough effect; inconclusive = small, poorly fitted or top-dose-only effect, or another doubt; inactive = no such curve, though single readings can be large; an effect the other way counts as inactive or inconclusive. Some of the compounds tested; the hit share may differ from the screen's.
molecule	EPAC1 ag	GLP1R cytotox	PLK1 PBD block	GLP1R ag	GLP1R inv ag	IL-2 act	PI5P4K alpha inh	EPAC1 antag	PTHR1 ag
COc1ccc(NC(=O)c2ccccc2NC(=O)C2CCCO2)cc1 (configuration not stated)	10%	-28%	-20%	6%	25%	-1.1	nt	10%	-18%
CCC(C)NC(=O)CN(c1cc(Cl)ccc1OC)S(C)(=O)=O (configuration not stated)	-14%	12%	0%	-3%	6%	2.6	2	10%	i
Cc1ccccc1-n1c(=O)cc(N2CCc3ccccc32)[nH]c1=O	-22%	-5%	-19%	-2%	13%	-2.7	-4	0%	-31%[inhibitor]
CC(c1ccccc1)N1CC(C(=O)N2CCCC(C(N)=O)C2)CC1=O (configuration not stated)	3%	8%	-2%	0%	12%	1.5	-2	-12%	i
Cn1c(CNc2nc(-c3ccccc3)cs2)nnc1SCC(=O)OC1CCCCC1	14%	-4%	-28%	-2%	-21%	-0.7	1	-14%	i
COc1nc(NCCc2ccc(OC)c(OC)c2)nc(NC(C)(C)CO)n1	4%	-11%	-8%	9%	9%	-2.2	nt	7%	i
COc1ccc(N2CCN(CC(=O)c3ccc(O)c(C)c3O)CC2)cc1	3%	-3%	-7%	-7%	3%	0.2	-6	-9%	i
Cc1ccc(OCC(=O)N(Cc2ccc(C)o2)C2CCS(=O)(=O)C2)cc1 (configuration not stated)	8%	-10%	27µM*	6%	-11%	-2.0	-6	-17%	i
CN(C)C(=O)c1c([N+](=O)[O-])ncn1C	3%	15%	-4%	-2%	12%	-0.5	7	-18%	-8%
O=c1ccc(-c2ccccc2)nn1Cc1ccccc1F	5%	-4%	-20%	22%	10%	-2.7	-4	-3%	-25%
CC1CCC(CN2CCN=C2Nc2ccccc2)CC1 (configuration not stated)	-1%	11%	-21%	-2%	-17%	-1.3	-3	-2%	-6%
COc1ccc(-c2ocnc2C(=O)Nc2ccc(N3CCOCC3)cc2N2CCOCC2)cc1OC	21%	2%	-2%	20%	61%[activator]	-0.9	-7	-6%	-19%
O=[N+]([O-])c1ccccc1S(=O)(=O)NC1CC2CCC1C2 (configuration not stated)	-5%	-6%	-4%	6%	13%	-2.4	2	-10%	i
Cc1ccc(N(C(=O)C(F)(F)F)C(C(=O)NC2CCCCC2)c2cccs2)cc1 (configuration not stated)	0%	8%	0%	1%	-3%	-3.1	nt	14%	-3%[57.5 µM]
COc1ccc(-c2cc(C(=O)N/N=C(\C)c3ccco3)c3ccccc3n2)c(OC)c1	-14%	-14%	-3%	9%	5%	-1.7	-5	-30%	i
Cc1ccc(S(=O)(=O)c2nnn3c2nc(N2CCOCC2)c2ccccc23)cc1	-2%	-1%	2%	2%	4%	-0.5	-1	7%	-25%
Cc1ccc(S(=O)(=O)Nc2c(C)n(C)n(-c3ccccc3)c2=O)cc1C(=O)NCc1ccccc1	0%	-8%	-11%	2%	-3%	0.8	-2	-17%	-1%
CCOC(=O)CSC1=C(C#N)C(c2ccccc2F)C(C(C)=O)=C(C)N1 (configuration not stated)	14%	66%[activator]	-27%	?	?	-2.5	nt	1%	0%[57.5 µM]
O=C1c2cccc3c([N+](=O)[O-])c(O)cc(c23)C(=O)N1Nc1ccccc1	-5%	-13%[7.66 µM]	27µM*	1%	-11%[7.66 µM]	0.0	-61*	-14%	-34%[inhibitor]
COc1ccc2[nH]c3nc(SCc4nnc(-c5ccccc5)o4)nnc3c2c1	-6%	-4%	-11%	1%	-11%	-1.7	nt	0%	-38%
Nc1ncnc(Nc2ccc(F)c(Cl)c2)n1	7%	16%	-12%	15%	47%[activator]	-0.1	-19	-11%	-16%
Cc1ccc2nc(C3CCN(S(=O)(=O)c4ccc5ccccc5c4)CC3)[nH]c2c1	15%	-1%	0%	0%	-1%	-1.6	nt	-18%	-32%[inhibitor]
CC(C)Oc1ccc(C(=O)NC(=S)Nc2ccc(Cl)c(C(=O)O)c2)cc1	5%	-4%	-13%	4%	10%	-0.6	-14	13%	i
O=C(COc1ccc(Cl)cc1Br)NC1CC1	-4%	-12%	-10%	6%	-27%	1.2	7	-8%	-40%[inhibitor]
Cc1ccc(NC(=O)c2ccc(OCC3CCCO3)cc2)cc1Cl (configuration not stated)	-4%	-1%	-1%	-1%	-28%	-4.4	1	5%	-44%[inhibitor]
CC1=C(C(=O)OC(C)C)C(c2ccc(Cl)cc2)n2c(s/c(=C\c3ccc(OCC(=O)O)cc3)c2=O)=N1 (configuration not stated)	10%	23%	-21%	-2%	-2%	0.5	2	-21%	-70%[inhibitor]
COc1cc(OC)c(CN2CCC(Cc3ccccc3)CC2)cc1Br	-9%	-16%	-5%	-7%	?	-0.4	-11	-10%	i
CCC(C(=O)OC(C)C)c1ccc2ccccc2c1 (configuration not stated)	4%	5%	-8%	7%	-7%	0.1	-2	2%	-9%
C#Cc1ccc([C@@H]2C=C(C(=O)N3CCN(Cc4ccc5c(c4)OCO5)CC3)O[C@H](OCC)[C@H]2CCCO)cc1	-8%	10%	-26%	2%	?	-0.6	-1	-20%	10%
CCn1c(Cc2ccccc2)nnc1SCC(=O)Nc1nccs1	5%	1%	-9%	2%	-6%	-2.1	nt	7%	i

# Single values from the entries so far:
# EPAC1 antag result of Cc1ccc(NC(=O)c2ccc(OCC3CCCO3)cc2)cc1Cl (configuration not stated) : 5%
# GLP1R ag result of Cc1ccc(S(=O)(=O)Nc2c(C)n(C)n(-c3ccccc3)c2=O)cc1C(=O)NCc1ccccc1 : 2%
# GLP1R cytotox result of CCOC(=O)CSC1=C(C#N)C(c2ccccc2F)C(C(C)=O)=C(C)N1 (configuration not stated) : 66%[activator]
# GLP1R ag result of CC(C)Oc1ccc(C(=O)NC(=S)Nc2ccc(Cl)c(C(=O)O)c2)cc1 : 4%

# More entries:
# Every second line gives: EPAC1 ag	GLP1R cytotox	PLK1 PBD block	GLP1R ag	GLP1R inv ag	IL-2 act	PI5P4K alpha inh	EPAC1 antag	PTHR1 ag
CCOC(=O)C1(CCOc2ccccc2)CCN(Cc2cc(OC)c(O)c(OC)c2)CC1
 : 2%	1%	?	-3%	?	-0.6	-1	-7%	-51%[inhibitor]
Cc1cnc(NC(=O)CC2OC(=O)c3ccccc32)s1 (configuration not stated)
 : 9%	-11%	16%	10%	-25%	0.3	-8	-2%	-1%
O=C(CO/N=C/c1ccc(OC(F)F)cc1)NCc1ccco1
 : -12%	-9%	9%	10%	-7%	-4.3	0	18%	i
CCCCNC(=O)c1ccc2c(c1)ncn2C1CCCCC1
 : 0%	-20%	-1%	1%	4%	-0.3	4	-2%	i
Cc1ccc(NCc2nnc(SCC(=O)c3ccccc3)o2)c(C)c1
 : 10%	-19%	-14%	-1%	?	-2.7	2	-3%	-7%[57.5 µM]
CN(C)C(/C=C/Nc1ccc(O)cc1)=C(C#N)C#N
 : 10%	-1%	-15%	0%	6%	-0.2	-9	-13%	-16%
O=C(C1CCN(S(=O)(=O)N2CCOCC2)CC1)N1CCN(c2ccccc2)CC1
 : -9%	-6%	-2%	1%	2%	-0.6	8	11%	-3%[57.5 µM]
Cc1ccc(C)c(NC(=O)c2ccccc2O)c1
 : 3%	-19%	3.4µM*	-6%	?	-4.0	?	14%	-15%
O=C(c1ccc([N+](=O)[O-])cc1[N+](=O)[O-])N1CCCC1
 : -5%	-3%	-11%	-1%	6%	-0.2	-2	11%	i
Cc1cc(C)c2sc(NC(=O)c3ccc(S(=O)(=O)N4CCCC4)cc3)nc2c1
 : nt	-9%	nt	-5%	10%	nt	nt	nt	-10%
CCCCCCn1cc(C(=O)O)c(=O)c2cc(F)c(N3CCN(C(=O)OCC)CC3)cc21
 : 11%	4%	-4%	5%	17%	0.0	-1	-3%	i
CC(=O)C1=C(O)C(=O)N(c2ccc(S(N)(=O)=O)cc2)C1c1ccccc1F (configuration not stated)
 : 1%	-7%	2%	-13%	-1%	1.0	-3	8%	-17%
O=C1C(=O)N(C/C=C/c2ccccc2)c2ccccc21
 : 17%	-18%	-28%	19%	?	-1.9	-1	-14%	i
Clc1ccc(Cc2nc(-c3ccncc3)no2)cc1
 : 4%	6%	-9%	17%	9%	-4.0	-6	-21%	-6%
CN1CCc2c(OCC(=O)N3N=C(c4cccs4)CC3c3ccc(F)cc3)cccc2C1=O (configuration not stated)
 : 18%	?	-7%	20%	?	0.1	-7	-25%	-13%
COc1ccc(C(O)c2nc(-c3ccncc3)cs2)cc1 (configuration not stated)
 : -2%	11%	-6%	4%	-5%	-0.1	1	-10%	-41%[inhibitor]
C=CCNS(=O)(=O)c1sccc1/C=N/O
 : 7%	4%	-8%	-5%	16%	-0.7	nt	-4%	i
O=C(c1ccc(Cl)c(S(=O)(=O)N2CCOCC2)c1)N(Cc1ccco1)Cc1cccs1
 : 6%	1%	-1%	-2%	?	-1.3	-7	-2%	-37%[inhibitor]

# 2 compounds from above, showing only GLP1R ag.
Molecule	GLP1R ag
O=C(C1CCN(S(=O)(=O)N2CCOCC2)CC1)N1CCN(c2ccccc2)CC1	1%
Cc1ccc(NCc2nnc(SCC(=O)c3ccccc3)o2)c(C)c1	-1%
